Screens deposited in PubChem BioAssay by National Center for Advancing Translational Sciences (NCATS).
POLB inh: DNA polymerase beta (human) inhibition; hit rate 1.3% among 340,000; Pol beta primer extension/strand displacement, fluorescence kinetic; Potency, µM (doses to about 114 µM), for inactives: at the highest dose activity change, negative = inhibition, usual class: inhibitors; AID 485314; further: potency means the concentration at half of the fitted maximal effect; on the % scale 0 is the no-effect control and ±100 the full control effect
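Enzyme-only controls used 10 nM Pol beta; buffer lacking enzyme served as negative control. Compound preincubated 15 min, then 50 nM substrate added; 0 and 10 min reads at room temperature.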
BLM helicase inh: Bloom syndrome helicase (human) inhibition. recombinant BLM DNA unwinding, fluorescence dequenching. hit rate 0.2% among 350,000. P54132. Potency, µM (doses to about 56.1 µM), for the others: at the top dose activity change, negative = inhibition, actives largely listed as inhibitors;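 further: potency means the concentration at half of the fitted maximal effect; plate controls were vehicle for no effect and no enzyme for full effect; nearly all actives have a fitted effect of over 35% in size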
APE1 inh: APE1 (human) endonuclease inhibition; recombinant APE1, TAMRA/BHQ-2 abasic DNA cleavage fluorescence; Potency, µM (doses to about 65.8 µM), inactives show at the top dose activity change, negative = inhibition, actives largely listed as inhibitors; hit rate 0.35% among 350,000; AID 2517;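 further: potency means the concentration at half of the fitted maximal effect; plate controls were vehicle for no effect and reference inhibitor for full effect; nearly all actives have a fitted effect of over 55% in size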
Target sequence (P27695 whole entry, looked up): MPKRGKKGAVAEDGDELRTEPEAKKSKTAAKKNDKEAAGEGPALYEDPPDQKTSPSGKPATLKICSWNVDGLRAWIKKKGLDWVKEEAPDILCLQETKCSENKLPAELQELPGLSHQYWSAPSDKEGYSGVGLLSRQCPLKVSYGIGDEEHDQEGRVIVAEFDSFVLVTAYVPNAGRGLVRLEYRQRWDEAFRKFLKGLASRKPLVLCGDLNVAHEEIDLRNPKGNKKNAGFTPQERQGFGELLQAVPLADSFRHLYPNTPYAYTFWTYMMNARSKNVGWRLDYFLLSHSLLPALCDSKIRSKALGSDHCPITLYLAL
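Activity was derived from the fluorescence gain between first and third kinetic reads (60 s intervals, ex 525/em 598 nm) after 50 nM THF-abasic TAMRA/BHQ-2 duplex was added to 0.75 nM APE1 preincubated 15 min with compound.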
Pol iota inh: DNA polymerase iota (human) inhibition | Q9UNA4 | Pol iota fluorescent replication assay, 10 min | Potency, µM (doses to about 115 µM), without a hit: top-dose activity, negative = inhibition, most hits filed as inhibitors | hit rate 1% among 390,000 | AID 588590; further: potency means the concentration at half of the fitted maximal effect
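Fluorescent replication assay read twice, at 0 min and 10 min after adding 50 nM (final) substrate. Enzyme (10 nM) and compounds were first incubated 15 min at room temperature; enzyme-free buffer wells were negative controls.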
GRP78 ERSR act: ER stress response induction in glioma. hit rate 0.02% among 420,000. AID 602332. U87-MG GRP78 promoter luciferase reporter, 16 h. Potency, µM, without a hit: top-dose activation, actives largely listed as activators; further: potency means the concentration at half of the fitted maximal effect; series mostly up to about 76 µM; % of control where 0% means no effect; nearly all actives have a fitted effect of over 35% in size
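Stably transfected U87-MG human glioma cells carrying a GRP78-based luminescent sensor were seeded at 1000 cells/well, pin-dosed with compounds and incubated 16 h. Luciferase reagent was then added, and end-point luminescence was read after 10 min at room temperature.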
Pol kappa inh: blocks human DNA polymerase kappa activity. Q9UBT6. purified Pol kappa, fluorescent DNA synthesis assay, 10 min. Potency, µM (highest dose often 107 µM), without a hit: at the highest dose activity, negative = inhibition, most hits filed as inhibitors. hit rate 0.53% among 400,000; further: potency means the concentration at half of the fitted maximal effect; on the % scale 0 is the no-effect control and ±100 the full control effect
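50 nM final substrate added after 15 min RT preincubation of 10 nM Pol kappa with compound; fluorescence read at 0 and 10 min.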
LDHA block: inhibitors of human lactate dehydrogenase A; P00338; purified LDHA, NADH/diaphorase-resazurin fluorescence; hits give low values; activity change, % (values are at about 110 or 230 µM); hit rate 0.15% among 480,000; AID 1347041; in the data active means activity change below about -30%; inconclusive means mostly about -25% to -30%;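 further: plate controls were DMSO wells for no effect and wells without enzyme for full effect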
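Human LDH5 at 2 nM final in Tris HCl pH 7.4 with 0.06 mM NADH and 0.2 mM pyruvate, reacted 5 minutes at room temperature. Remaining NADH coupled via diaphorase/resazurin; resorufin fluorescence read at 0 and 20 minutes, normalized to enzyme-free and DMSO wells.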
Anesthetic bind: candidate novel general anesthetic via apoferritin binding | hit rate 0.074% among 350,000 | apoferritin/1-aminoanthracene competitive binding, fluorescence | Potency, µM (series often up to 77.5 µM), for the others: at the highest dose activity change, negative = displacement, usual class: inhibitors; further: potency means the concentration at half of the fitted maximal effect; on the % scale 0 is the no-effect control and ±100 the full control effect; nearly all actives have a fitted effect of over 20% in size
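Probe: 1-aminoanthracene (50% saturated, PBS). Protein: horse-spleen apoferritin, 10 uM. Incubation: 10 min, room temperature. Detection: 380 nm excitation, 535 nm emission. Analysis: normalized response, four-parameter Hill.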
Pol eta inh: inhibitors of human DNA polymerase eta. hit rate 1.2% among 390,000. Q9Y253. Potency, µM (top dose mostly 114 µM), without a hit: top-dose activity change, negative = inhibition, usual class: inhibitors. recombinant Pol eta, fluorescent DNA replication assay; further: potency means the concentration at half of the fitted maximal effect; on the % scale 0 is the no-effect control and ±100 the full control effect
Target sequence (Q9Y253 whole entry, looked up): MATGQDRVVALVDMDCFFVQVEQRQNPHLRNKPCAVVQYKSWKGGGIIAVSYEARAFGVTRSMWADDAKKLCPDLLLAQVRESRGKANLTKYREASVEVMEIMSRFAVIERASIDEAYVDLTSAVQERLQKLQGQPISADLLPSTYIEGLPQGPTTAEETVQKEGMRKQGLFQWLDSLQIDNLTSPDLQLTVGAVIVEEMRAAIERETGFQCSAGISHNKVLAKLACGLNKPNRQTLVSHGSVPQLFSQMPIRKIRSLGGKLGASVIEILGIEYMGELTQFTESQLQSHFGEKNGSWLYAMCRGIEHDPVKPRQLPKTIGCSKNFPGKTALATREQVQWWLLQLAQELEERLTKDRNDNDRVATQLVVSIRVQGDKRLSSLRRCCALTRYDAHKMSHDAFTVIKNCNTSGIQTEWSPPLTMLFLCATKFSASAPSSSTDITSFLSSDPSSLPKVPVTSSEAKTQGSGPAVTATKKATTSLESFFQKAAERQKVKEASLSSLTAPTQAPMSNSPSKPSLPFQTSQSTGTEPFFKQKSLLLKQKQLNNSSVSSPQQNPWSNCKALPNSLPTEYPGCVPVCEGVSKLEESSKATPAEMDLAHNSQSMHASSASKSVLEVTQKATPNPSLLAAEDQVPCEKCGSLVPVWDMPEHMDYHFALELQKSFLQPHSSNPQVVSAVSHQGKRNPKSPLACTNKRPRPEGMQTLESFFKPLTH
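Pol eta (10 nM) was preincubated with compounds for 15 min at room temperature, after which fluorescent replication substrate (50 nM final) was added to start the reaction. Fluorescence was read kinetically at 0 and 10 min.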
An asterisk follows results filed as active; ? = inconclusive; · = no result given; & = joins results of further samples; [ ] = dose if it differs, or a comment. Unless noted, the call rests on the fitted dose curve; in most records, active means well fitted curve in the direction sought with a large enough effect; inconclusive means small, poorly fitted or top-dose-only effect, or another doubt; inactive means no such curve, though single readings can be large; an effect the other way counts as inactive or inconclusive. The list is partial; rates above refer to the full screens.

SMILES	POLB inh	BLM helicase inh	APE1 inh	Pol iota inh	GRP78 ERSR act	Pol kappa inh	LDHA block	Anesthetic bind	Pol eta inh
CCOc1ccc(C(=O)Oc2c(Sc3ccccc3)c(C)nn2C(C)(C)C)cc1OCC	?	-8%	·	-8%	-2%	-14%	2	50%[activator]	-16%
CC/C(C)=N/Oc1nc(C)cc(C)n1	6%	3%	-1%	-16%	-2%	-4%	-4	8%	2%
CCCCNC(=S)NNC(=O)CCn1nc(C)c(Br)c1C	0%	-1%	-1%	15%	-2%	-9%	-10	-7%	-4%
O=C1NC(=O)c2c(NC(=O)C3CCCO3)cccc21 (stereo not given)	30%	3%	16%	4%	-5%	-2%	-5	-2%	-11%
Cc1cc(C)c2nc(-c3ccccn3)cc(C(=O)Nc3cc(C)on3)c2c1	-18%	0%	-2%	?	-7%	-2%	-3&2	-17%	?
CCOC(=O)N/N=C\c1ccc(OC/C=C/c2ccccc2)cc1	33%	-2%	-3%	15%	4%	1%	-12	-10%	-7%
COc1ccc(CCN2C(=O)NC(NS(=O)(=O)c3ccccc3)(C(F)(F)F)C2=O)cc1OC (stereo not given)	2%	0%	21%	62%[activator]	-4%	-14%	-2	-4%	-18%
CC(C)Nc1ccc(C(CC(N)=O)NC(=O)Cc2ccc(Br)cc2)cc1[N+](=O)[O-] (stereo not given)	0%	-2%	1%	11%	-4%	-1%	-2	-4%	-22%
O=S(=O)(Nc1ccc(S(=O)(=O)N2CCCC2)cc1)c1ccc(F)cc1	?	0%	-12%	131%[activator]	-5%	-10%	5	-15%	-6%
COc1ccccc1CNC(=O)COc1ccc2c(c1)CCC2	-6%	-6%	8%	-23%	2%	6%	-1	-18%	-13%
O=S1(=O)CCOC[C@H](Cc2ccccc2)N1Cc1ccc(F)cc1	·	·	·	-2%	2%	-13%	-1	·	-11%
Cc1cc([N+](=O)[O-])ccc1NCc1cccc([N+](=O)[O-])c1	15%	-8%	10%	-16%	-2%	11%	1	?	-11%
CC(CCc1ccccc1)NC(=O)COC(=O)C12CC3CC(CC(Br)(C3)C1)C2 (stereo not given)	-23%	-6%	3%	-8%	2%	-4%	2	-22%	-20%
COc1cccc(/C=C/C(=O)NCC2CCCCC2)c1	·	·	·	5%	3%	10%	-1	·	-7%
Cc1ccc(S(=O)(=O)c2nc(NCc3ccc4c(c3)OCO4)sc2Cl)cc1	27%	-9%	-7%	-18%[58.9 µM]	0%	-12%	-9	?	-8%
Oc1ccc(CN2CCN(c3ccccc3)CC2)c2cccnc12	-24%	4%	8%	3%	3%	-10%	15	-7%	-6%
Clc1ccc(-c2nc(-c3ccncc3)no2)c(Cl)c1	·	·	·	-9%	1%	0%	-12	·	-8%
COc1ccc(OC)c(C(=O)c2ccc(C(=O)Nc3ccc4ccccc4c3)cc2)c1	18%	1%	-7%	16%	3%	-18%	-4	5%	-18%
Clc1ccc(-c2nnc3n2-c2ccccc2SC3)cc1	15%	-3%	-14%	-13%	-5%	1%	-2	3%	-16%
CC1C/C(=N\Nc2ccc(S(N)(=O)=O)cc2[N+](=O)[O-])CC(C)(C)C1 (stereo not given)	-16%	-6%	-1%	161%[activator]	-10%	-10%	-4	?	-27%
N#Cc1c(-c2cccs2)nc(SCC(=O)c2cccs2)[nH]c1=O	1%	-5%	-8%	?	-3%	-26%	5	-19%	?
Cc1cc(C)c(C(N)=O)c(NC(=O)Nc2ccccc2Cl)n1	6%	-3%	1%	13%	-1%	-11%	-16	-6%	-10%
O=C(Cc1cccs1)Nc1nc2ccccc2s1	1%	-2%	?	2%	1%	-10%	1	-22%	0%
O=C(CCN1C(=O)c2cccc3cccc(c23)C1=O)N1CCN(c2ccccc2F)CC1	3%	1%	12%	?	-6%	-1%	-2	-5%	-10%
Cc1ccc2c(c1)c(=O)c(S(=O)(=O)c1ccc(C)c(C)c1)cn2CC(=O)Nc1ccccc1	-1%	-7%	·	39%[activator]	0%	-9%	-4	?	-6%

Next section, overlapping the part above by 6 compounds.
SMILES	POLB inh	BLM helicase inh	APE1 inh	Pol iota inh	GRP78 ERSR act	Pol kappa inh	LDHA block	Anesthetic bind	Pol eta inh
CC1C/C(=N\Nc2ccc(S(N)(=O)=O)cc2[N+](=O)[O-])CC(C)(C)C1 (stereo not given)	-16%	-6%	-1%	161%[activator]	-10%	-10%	-4	?	-27%
N#Cc1c(-c2cccs2)nc(SCC(=O)c2cccs2)[nH]c1=O	1%	-5%	-8%	?	-3%	-26%	5	-19%	?
Cc1cc(C)c(C(N)=O)c(NC(=O)Nc2ccccc2Cl)n1	6%	-3%	1%	13%	-1%	-11%	-16	-6%	-10%
O=C(Cc1cccs1)Nc1nc2ccccc2s1	1%	-2%	?	2%	1%	-10%	1	-22%	0%
O=C(CCN1C(=O)c2cccc3cccc(c23)C1=O)N1CCN(c2ccccc2F)CC1	3%	1%	12%	?	-6%	-1%	-2	-5%	-10%
Cc1ccc2c(c1)c(=O)c(S(=O)(=O)c1ccc(C)c(C)c1)cn2CC(=O)Nc1ccccc1	-1%	-7%	·	39%[activator]	0%	-9%	-4	?	-6%
COC(=O)C1=C(C)OC(N)=C(C#N)C1c1c(C)nn(-c2ccccc2)c1Cl (stereo not given)	3%	-5%	4%	?	-1%	-17%	5	8%	3%
CC1CN(C(=O)CNC(=O)Cc2cccc3ccccc23)CC(C)O1 (stereo not given)	·	·	-3%	31%[activator]	-3%	-2%	0	·	-3%
COc1ccc(CCN2CC(C(=O)NCC3(O)CCCCC3)CCC2=O)cc1 (stereo not given)	45%	-1%	9%	14%	-4%	-17%	-4	-3%	-7%
O=C(CSc1ccc2c(c1)OCCO2)Nc1ccc(Br)cc1	-1%	-5%	-4%	18%	-1%	-6%	1	-10%	-27%
COc1ccc(NC(=O)C(c2ccc(C)cc2)N(C)C(=O)c2ccc(=O)[nH]c2)cc1 (stereo not given)	8%	6%	3%	24%	-2%	1%	-6	-7%	-15%
Cc1ccc2nc(N(CCN(C)C)C(=O)c3ccc4ccccc4c3)sc2c1	0%	-10%	-44%	-13%	7%	8%	1	-9%	-16%
O=S(=O)(Nc1nc2ccccc2nc1NCC1CCCO1)c1cc(Cl)ccc1Cl (stereo not given)	-15%	2%	-6%	25%	-6%	-6%	2&-2	5%	-9%
O=C(Nc1ccc(Cl)cn1)C1CCCN1S(=O)(=O)c1ccccc1 (stereo not given)	1%	0%	17%	1%	-4%	-8%	4	-5%	-14%
CCS(=O)(=O)c1ncc(CO)n1CCc1ccccc1	1%	-3%	18%	110%[activator]	-6%	0%	-6	-6%	-4%
Cc1cc(C)c2c(CC(=O)Nc3cc(C(F)(F)F)ccc3Cl)coc2c1	7%	0%	·	5%	0%	1%	-4	4%	-3%
Nc1ccc(C(=O)O)c(O)c1 (tested in a mixture with another compound)	·	-4%	0%	·	1%	-5%[60.1 µM]	·	·	·
Cc1c(C(=O)OCc2ccccc2)[nH]c2c1C(=O)CC(c1ccc(N(C)C)cc1)C2 (stereo not given)	2%	-10%	·	95%[activator]	-2%	-26%	0	-1%	-2%
O=C1[C@H]2[C@H]3[C@H](O)[C@H](O)C/C(=N\OC[C@@H](O)COCc4ccco4)[C@@H]3CC[C@H]2C(=O)N1c1ccc(F)cc1F	-9%	5%	8%	·	·	·	·	-5%	·
O=C(c1cccc(S(=O)(=O)N2CCCC2)c1)N(Cc1ccco1)C1CCS(=O)(=O)C1 (stereo not given)	0%	0%	4%	56%[activator]	-2%	-4%	-10	-10%	-11%
Cc1ccc(C(=O)N/C(=C\c2ccc(F)cc2)C(=O)NCc2ccncc2)cc1	25%	1%	-1%	74%[activator]	-4%	-13%	-7	0%	4%
CCN(CC)S(=O)(=O)c1cc(NC(=O)COc2ccc(C#N)cc2OC)ccc1C	-10%	0%	1%	6%	-4%	-5%	-2	-18%	-16%
O=C(COc1ccc(S(=O)(=O)N2CCOCC2)cc1Cl)NC1CCCCC1	14%	-2%	-12%	1%	-3%	-17%	-9	-14%	-20%
CCCCn1c(=O)[nH]c(=O)c2c1nc(-c1ccc(C#N)cc1)n2C1CCCC1	-2%	-6%	2%	9%	-2%	0%	-9	8%	-8%
CCSc1nc(-c2ccc(OC)cc2)cc(-c2ccccc2)c1C#N	-13%	-5%	-4%	6%	-5%	-12%	-1	-4%	-19%
CC(On1nnc2ccc(S(=O)(=O)N3CCOCC3)cc21)C(=O)Nc1ccccc1F (stereo not given)	·	·	-11%	16%	-6%	-9%	-7	·	-4%
O=C(Cc1ccsc1)Nc1ccc(S(=O)(=O)C(F)F)cc1	30%	-4%	-2%	43%[activator]	5%	-12%	-6	-12%	-17%
Cn1cnc2c(SCc3ccccc3)ncnc21	·	·	·	25%	3%	10%	-8	·	-21%
CC(=O)c1ccc(NC(=S)NC(C)CCc2ccccc2)cc1 (stereo not given)	-26%	-10%	-3%	-7%	-3%	-9%	-3	-20%	-11%
O=c1c(-c2ccc(F)cc2)nc2cnc(N3CCOCC3)nc2n1C1CC1	·	0%	3%	·	-2%	1%[60.1 µM]	·	·	·
CC1(C(=O)N2CC3(CC(c4cccc(NC(=O)CC(c5ccccc5)c5ccccc5)c4)=NO3)C[C@@H]2C(N)=O)CC1 (stereo not given in full)	-1%	-3%	-5%	-11%	-4%	4%	2	-12%	-22%
Cc1ccccc1NC(=O)/C(C#N)=C\c1cc(C)n(-c2ccc(C(=O)O)cc2)c1C	?	-4%	?	-65%	1%	-29%	-1	-9%	22µM*
Oc1ccc(-c2csc(Nc3ccccn3)n2)c(O)c1	5%	-8%	13%	?	2%	-10%	5	-14%	-13%
O=C(NCc1cccn1Cc1ccccc1)Nc1cccc(C(F)(F)F)c1	-24%	-4%	·	?	-4%	-6%	1	0%	-12%
CCOC(=O)COc1cc(-n2c(=S)[nH]c3cc(OC)c(OC)cc3c2=O)c(Cl)cc1Cl	10%	-18%	-4%	7%	0%	-21%	-15	-12%	-15%
